High-throughput results as filed in PubChem.
PP5 primary: blocks human protein phosphatase 5 activity. purified PP5c, OMFP substrate fluorescence. inhibition, % at 6.7 µM. 0.18% of 320,000 active. AID 1987;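 active = inhibition above the campaign's mean inhibition across all tested compounds plus 3 SD, cut at about 9.5% in these data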;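 note: 0% = DMSO only and 100% = 100 µM cantharidin control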
Target sequence (P53041 whole entry, looked up): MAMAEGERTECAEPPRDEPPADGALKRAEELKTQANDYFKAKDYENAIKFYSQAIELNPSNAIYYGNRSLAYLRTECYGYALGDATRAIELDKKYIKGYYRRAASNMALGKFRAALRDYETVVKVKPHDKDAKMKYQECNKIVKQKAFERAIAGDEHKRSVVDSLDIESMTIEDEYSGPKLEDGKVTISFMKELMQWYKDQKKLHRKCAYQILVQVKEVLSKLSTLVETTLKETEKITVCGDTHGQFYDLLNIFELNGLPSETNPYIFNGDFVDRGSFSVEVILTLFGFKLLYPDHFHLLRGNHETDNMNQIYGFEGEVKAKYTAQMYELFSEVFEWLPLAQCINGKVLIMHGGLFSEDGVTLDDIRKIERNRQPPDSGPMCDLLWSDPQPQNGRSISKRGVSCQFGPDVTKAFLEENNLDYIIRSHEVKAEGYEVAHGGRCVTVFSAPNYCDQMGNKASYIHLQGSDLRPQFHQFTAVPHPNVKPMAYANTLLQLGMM
LYPLA2 counter: blocks human lysophospholipase 2, a PME1 counter-screen | O95372 | recombinant LYPLA2, FP-Rh probe fluorescence polarization | inhibition, % at 5.9 µM | 0.38% of 320,000 active;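 active = inhibition above the screen-wide mean plus 3 SD, limit set per campaign, cut at about 26% in these data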;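 note: 0% = LYPLA2 with DMSO and 100% = wells lacking LYPLA2 enzyme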
TPT1 inh: blocks Candida albicans tRNA 2'-phosphotransferase. recombinant caTPT1, FP RNA substrate dephosphorylation. inhibition, % at 5 µM. 0.81% of 300,000 active;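 active = inhibition above the mean of all tested compounds plus 3 SD, set per screening campaign, cut at about 24% in these data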;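 note: plate controls were DMSO alone for no effect and ferristatin control at 100 nM for full effect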
PP1 inh: counter-screen for PP5 inhibitors: inhibitors of human PP1-alpha | purified PP1alpha, OMFP fluorescence | 0.9% of 320,000 active | P62136 | inhibition, % at 6.7 µM;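 active = inhibition above the mean inhibition of all tested compounds plus 3 SD, computed separately for each screening campaign, cut at about 15% in these data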
PREPL inh: human PREPL enzyme inhibition; recombinant PREPL, fluorescence polarization activity-based probe; inhibition, % at 5.96 µM; Q4J6C6; 0.68% of 320,000 active; in the data active = inhibition above about 43%;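 note: 0% = enzyme with DMSO and 100% = wells lacking enzyme; many of its hits are not listed in these tables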
Fh CTSL1 inh: blocks F. hepatica cathepsin L1 in PFM18AAP counter-screen; recombinant F. hepatica cathepsin L1, Z-Leu-Arg-MCA fluorescence; inhibition, % at 5.96 µM; 0.49% of 300,000 active; AID 1906;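 active = inhibition above the mean of all tested compounds plus 3 SD, set per screening campaign, cut at about 17% in these data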;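 note: 0% = plate median of test compound wells and 100% = 1 µM Z-Phe-Ala-diazomethylketone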
core dimer inh: HCV core protein dimerization inhibition. TR-FRET GST/Flag-core106 dimerization, 1536-well. inhibition, % at 5 µM. 0.33% of 300,000 active. AID 1899;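 active = inhibition above the mean of all tested compounds plus 3 SD, set per screening campaign, cut at about 45% in these data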
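System: GST-tagged and Flag-tagged HCV core protein residues 1-106 / Input: core106 proteins, GST 13.5 nM and Flag 17 nM / Buffer or medium: KF-containing HEPES buffer, pH 7.45, DTT, CHAPS, BSA / Probe or stimulus: Eu-anti-GST and XL665-anti-Flag labelled anti-tag antibodies / Schedule: 4 h, 22.5 °C incubation / Technique: TR-FRET 671 and 617 nm emission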
Efflux pump mplx: inhibitors of Candida antifungal efflux pumps expressed in yeast; S. cerevisiae Candida pump triplex, Nile Red efflux; inhibition, % at 10 µM; 0.44% of 330,000 active;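 active = plate passing quality check with inhibition over a set limit, or well fluorescence over plate mean plus 4 SD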;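 note: Nile Red retained in pooled yeast measured as flow cytometry median fluorescence; 0% = buffer negative control and 100% = Enniatin B positive control; higher means more Nile Red kept so more efflux inhibition; some compounds called inactive have numbers as strong as hits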
GASC-1 inh: inhibitors of human GASC-1 (JMJD2C) demethylase; Q9H3R0; inhibition, % at 2.35 µM; 0.069% of 330,000 active; GST-JMJD2C(1-420) H3K9me3 demethylation, DELFIA europium;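 active = more than half of a compound's replicate wells show inhibition beyond 50%, single wells judged on their own value; inconclusive = some, but no more than half, of replicates pass 50% inhibition; inactive = no replicate passes 50% inhibition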;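 note: signal counts dimethyl H3K9 product captured on neutravidin plate; 0% = median of DMSO wells and 100% = 0.3 times that DMSO median; strong numbers were not always called active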
Target sequence (Q9H3R0 1-420 limits assumed): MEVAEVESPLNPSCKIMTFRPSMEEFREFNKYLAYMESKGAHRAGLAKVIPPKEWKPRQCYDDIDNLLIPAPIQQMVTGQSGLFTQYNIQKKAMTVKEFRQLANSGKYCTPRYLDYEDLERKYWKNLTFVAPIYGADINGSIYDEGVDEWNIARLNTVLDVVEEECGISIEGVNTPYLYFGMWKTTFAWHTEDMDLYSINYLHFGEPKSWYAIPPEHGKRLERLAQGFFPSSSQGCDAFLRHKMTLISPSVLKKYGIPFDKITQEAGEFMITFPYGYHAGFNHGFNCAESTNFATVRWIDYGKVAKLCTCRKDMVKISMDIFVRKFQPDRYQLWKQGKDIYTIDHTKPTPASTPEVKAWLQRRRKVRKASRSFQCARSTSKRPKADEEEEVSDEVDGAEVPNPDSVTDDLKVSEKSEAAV
The depositor's hits bear a star; ? = inconclusive; . = not tested or not shown; & = joins results of further samples. These rows are one share of the data. The share of hits here may be higher or lower than overall.

SMILES | PP5 primary | LYPLA2 counter | TPT1 inh | PP1 inh | PREPL inh | Fh CTSL1 inh | core dimer inh | Efflux pump mplx | GASC-1 inh
O=C(CCNS(=O)(=O)c1cccc2nsnc12)NCc1ccccc1Cl | -0.2 | 5 | -3 | -7 | 2 | -6 | 4 | -0.2 | 2
COC(=O)c1ccccc1S(=O)(=O)N1CCCC(c2nc3c(nnn3Cc3ccc(C)cc3)c(=O)[nH]2)C1 (configuration not stated) | 1.2 | -6 | 1 | 5 | -1 | 4 | 25 | 0.0 | -19
Cc1ccc(N(C(=O)c2ccc3c(c2)OCO3)C2C=CS(=O)(=O)C2)cc1C (configuration not stated) | 4.7 | 7 | -1 | -1 | -2 | -1 | 0 | -0.1 | -1
CCOCCCN1CN(S(=O)(=O)c2ccc(Cl)cc2)c2nc3ccccc3nc21 | 2.6 | -1 | -1 | 3 | 1 | 3 | 0 | 0.3 | -4
COCCN1C(=O)c2oc3ccccc3c(=O)c2C1c1ccc(O)c(OC)c1 (configuration not stated) | 2.1 | -15 | -3 | -13 | -4 | -2 | 5 | 0.1 | -5
COc1ccc(CCNCc2ccc(OCc3ccc(Cl)nc3)c(OC)c2)cc1OC | -0.6 | 5 | 2 | -3 | 17 | -3 | -5 | 0.0 | 16
c1ccc(Cc2ccc(OCCN3CCOCC3)cc2)cc1 | 1.0 | -4 | -2 | 5 | -1 | 2 | -5 | 0.5 | 11
O=[N+]([O-])c1cccc(Cl)c1NCCNc1ncc(C(F)(F)F)cc1Cl | 4.2 | 3 | -4 | 3 | 17 | 4 | -8 | 0.0 | -5
CC(=O)N1C(=O)c2cccc3cccc(c23)C(=O)N1C(C)=O | 1.3 | 2 | -6 | -2 | 2 | -10 | -5 | -0.3 | -9
C=CCC1(C#N)C(=S)NC2=C(C(=O)CC(C)(C)C2)C1c1ccc(Br)cc1 (configuration not stated) | 0.6 | -3 | 3 | 3 | 3 | 3 | 7 | 0.8 | -15
COc1ccc(S(=O)(=O)N2CCN(c3ccccn3)CC2)cc1OC | 1.9 | 4 | 0 | -3 | -5 | -3 | -15 | 0.0 | 4
CCNc1nc(NCC)n2c(SC(C(=O)Nc3cc(C)ccc3C)c3ccccc3)nnc2n1 (configuration not stated) | 0.7 | 7 | -4 | -1 | -20 | 6 | 8 | -0.1 | -1
O=C(C1CCN(S(=O)(=O)c2ccc3ccccc3c2)CC1)N1CCN(c2ncccn2)CC1 | 0.1 | 6 | -9 | 2 | 9 | -2 | 11 | 0.0 | 6&35
CCOC(=O)c1cc(-c2ccc(N3CCOCC3)cc2)nn1-c1ccccc1 | -1.8 | 2 | -1 | 9 | 13 | 4 | 8 | 0.0 | -8
Cc1cc(-c2csc(Nc3ccccn3)n2)ccc1F | 4.7 | 0 | 1 | 0 | 16 | 0 | -7 | -0.1 | -1
Cc1cc(C)nc(SCC(=O)N/N=C/C=C/c2ccccc2)n1 | 2.3 | 0 | 1 | 1 | -2 | 7 | -1 | 0.3 | -3
CCOC(=O)c1ccc(NC(=O)CCn2nnc3ccccc32)cc1 | 1.6 | -5 | 4 | -1 | -3 | 3 | 8 | 0.1 | -6
COc1ccc(NC(=O)COc2ccc(C)cc2)c([N+](=O)[O-])c1 | -0.3 | 11 | 7 | 1 | 3 | -5 | 4 | 0.0 | 0
CC(C)(C)OC(=O)N1CCC(C(=O)Nc2ccc3c(c2)CCC3)CC1 | 0.6 | 3 | . | -3 | 5 | . | . | 0.0 | 1
COc1ccc(NC(=O)CSc2nc(C)cc(C)n2)c([N+](=O)[O-])c1 | 2.3 | 1 | 2 | 0 | 5 | -2 | -1 | 0.1 | -16
CCOc1ccc(-c2c(C(=O)N/N=C/c3ccco3)nnn2-c2nonc2N)cc1 | 1.6 | -2 | -2 | 1 | 2 | 6 | -1 | 0.0 | 25
Cc1ccc(NS(=O)(=O)c2ccc(OCC(N)=O)cc2)cc1 | -0.9 | -3 | -3 | 0 | -5 | -5 | -1 | -0.1 | -3
Cc1ccc(S(=O)(=O)N(CC(=O)N/N=C\c2cccs2)c2cccc3cccnc23)cc1 | 4.1 | 1 | -1 | 1 | -4 | 5 | 28 | 0.0 | -4
COc1ccccc1NC(=O)CSc1nnc(CC(=O)Nc2ccccc2F)n1C | -4.9 | -4 | 1 | -3 | -1 | 3 | -1 | -0.1 | -12
N/C(=N\OC(=O)COc1ccccc1Cl)c1ccc(Cl)cc1 | 2.3 | -11 | 3 | -13 | -3 | -21 | -5 | 0.5 | 0

The final 3 entries of the section before come first, to join the parts:
SMILES | PP5 primary | LYPLA2 counter | TPT1 inh | PP1 inh | PREPL inh | Fh CTSL1 inh | core dimer inh | Efflux pump mplx | GASC-1 inh
Cc1ccc(S(=O)(=O)N(CC(=O)N/N=C\c2cccs2)c2cccc3cccnc23)cc1 | 4.1 | 1 | -1 | 1 | -4 | 5 | 28 | 0.0 | -4
COc1ccccc1NC(=O)CSc1nnc(CC(=O)Nc2ccccc2F)n1C | -4.9 | -4 | 1 | -3 | -1 | 3 | -1 | -0.1 | -12
N/C(=N\OC(=O)COc1ccccc1Cl)c1ccc(Cl)cc1 | 2.3 | -11 | 3 | -13 | -3 | -21 | -5 | 0.5 | 0
Cc1[nH]n(-c2ccccc2)c(=O)c1/C=N/NC(=O)C(C)C | -1.0 | -1 | -1 | -2 | 4 | -1 | -7 | 0.0 | 3
Cc1ccc(S(=O)(=O)N(C)C)cc1NC(=S)Nc1ccc2[nH]c(=O)[nH]c2c1 | -1.6 | -1 | 5 | 2 | 13 | 4 | -1 | 0.1 | 16
Cc1sc2nc(SCC(=O)NCc3ccco3)n(CCc3ccccc3)c(=O)c2c1C | 0.6 | -11 | 1 | 6 | -5 | 2 | 44 | -0.2 | -5
COc1ccc(CN2CCN(c3cccc(C)c3C)CC2)cc1OC | 2.2 | 2 | -2 | 1 | 3 | 0 | 3 | -0.1 | -3
COc1ccc(C(=O)N2CCC(C(=O)N3CCN(Cc4ccccc4)CC3)CC2)cc1 | -1.8 | -1 | -1 | -3 | 13 | 0 | -2 | -0.3 | -30
COc1ccccc1CNC(=O)Nc1cccs1 | 0.7 | 1 | 2 | 3 | 9 | 2 | 40 | -0.1 | -18
Cc1ccc(OCCCC(=O)N2CCOCC2)cc1 | 1.8 | 7 | 2 | -5 | 9 | 0 | -8 | 0.5 | 2
CCOC(=O)CSC1=C(C#N)C(c2ccc(Cl)cc2)CC(=O)N1 (configuration not stated) | -0.1 | -1 | -1 | 0 | -2 | -3 | 1 | -0.1 | 16
CN1C(=O)C(O)(c2nnc(-c3ccccc3)o2)c2ccccc21 (configuration not stated) | 0.8 | 1 | -2 | -2 | -10 | -2 | -3 | 0.1 | -3
COc1ccc(-c2csc(NC(=O)COC(=O)c3ccc(Br)o3)n2)cc1 | -0.8 | -3 | 0 | 1 | -1 | -11 | 11 | 0.1 | 0
COc1ccc(S(=O)(=O)N2CCC(C(=O)NC3(C)CCS(=O)(=O)C3)CC2)cc1OC (configuration not stated) | 1.1 | -4 | 1 | -1 | -1 | -3 | 0 | -0.1 | 35
O=C(CN1CC[n+]2c(-c3cccs3)csc21)c1ccc(-c2ccccc2)cc1 | -1.6 | 4 | 2 | 1 | 46* | 0 | 7 | 0.2 | -23
CC(C)c1ccc(OCC(=O)N(Cc2ccccc2)c2ccccn2)cc1 | 3.7 | 1 | -1 | 3 | -5 | 8 | 3 | 0.1 | 4
CNC(=O)COc1ccc(S(=O)(=O)N2CCCC2)cc1 | 3.3 | 5 | -2 | 4 | -6 | 1 | 1 | -0.1 | -3
O=C(NCc1ccccn1)c1cc(-c2ccc(-c3ccccc3)cc2)nc2ccccc12 | 3.7 | -33 | 0 | 4 | 3 | -1 | -5 | -0.1 | 2
C/C(CS(=O)(=O)c1ccc(Cl)cc1)=N/NC(N)=S | 3.9 | 3 | -3 | -3 | 15 | -7 | -9 | -0.1 | 1
CN(CC1COc2ccccc2O1)C(=O)c1ccc(N(C)C)cc1 (configuration not stated) | -1.4 | 16 | -2 | -4 | 29 | -2 | -1 | -0.1 | 1
CCc1ccc(N(C(=O)CCC(=O)Nc2cc(C)on2)C(C(=O)NC2CCCC2)c2ccco2)cc1 (configuration not stated) | 2.9 | 6 | -1 | 3 | 9 | 5 | 11 | -0.1 | 21
COC(=O)C1C(c2ccccc2)NC(=O)NC1(O)C(F)(F)Cl (configuration not stated) | -1.6 | 6 | 2 | -2 | 3 | -6 | -4 | -0.1 | -8
CN1CCc2nc(NC(=O)c3cccc(OC(F)F)c3)sc2C1 | 2.0 | -15 | 60* | -10 | -8 | -2 | 0 | 0.3 | 1
O=C1NCCCc2nc(Oc3ccccc3)sc21 | 1.2 | 5 | 4 | -1 | 7 | 1 | -3 | 0.0 | -8
COc1cccc2cc(C(=O)N(Cc3cccs3)CC3CCCO3)c(=O)oc12 (configuration not stated) | -1.8 | 0 | -2 | -2 | -8 | 2 | 5 | 0.0 | -7
Cc1ccc(S(=O)(=O)N2CCOCC2)cc1C(=O)Nc1cccc(C(=O)NC2CC2)c1 | 3.5 | 4 | . | -2 | 19 | . | . | 0.3 | -5
O=C(NCC1CC1)c1onc(CSc2nc3ccccc3[nH]2)c1C(=O)NCC1CC1 | -0.2 | 0 | 0 | -1 | -3 | 4 | 4 | -0.2 | -4
COc1ccc(C(=O)N2CCC(CCC(=O)Nc3cccc(C)c3)CC2)cc1 | 2.1 | 7 | -3 | 0 | 0 | 6 | 0 | 0.0 | -1

(cont.)
SMILES | PP5 primary | LYPLA2 counter | TPT1 inh | PP1 inh | PREPL inh | Fh CTSL1 inh | core dimer inh | Efflux pump mplx | GASC-1 inh
CCC(=O)C1CCCN(C(=O)c2cccc(OC3CCN(S(C)(=O)=O)CC3)c2)C1 (configuration not stated) | -0.6 | 9 | -3 | -2 | 6 | 0 | -2 | 0.1 | 1
COc1ccc(OC)c(C2C(C#N)=C(N)Oc3c2c(C)nn3-c2ccc(C)cc2)c1 (configuration not stated) | 3.8 | 4 | -2 | 2 | 15 | -4 | -4 | 0.2 | -9
N#CC(C(=O)OC1CCCCC1)c1nc2ccccc2nc1N1CCOCC1 (configuration not stated) | 0.7 | 7 | -1 | -2 | -1 | 3 | 1 | -0.2 | -24
COc1ccccc1N1CCN(c2ncc(C(=O)N3CCN(c4cccc(Cl)c4)CC3)c3ccccc23)CC1 | 1.8 | 0 | -3 | -5 | 11 | -3 | 0 | 0.3 | -10
CC(C)c1onc(C(=O)NC2CCCC2)c1[N+](=O)[O-] | 2.0 | -1 | 3 | 3 | 14 | 2 | -3 | 0.4 | 66
CCN(CCC#N)c1ccc(N2C(=O)CCCC2=O)cc1[N+](=O)[O-] | -2.6 | 0 | -3 | 0 | 4 | 2 | 0 | 0.1 | 0
CCOC(=O)c1cc(S(=O)(=O)N2CCN(Cc3ccccc3)CC2)cn1C | 2.8 | -1 | 0 | -2 | -4 | 3 | 9 | -0.1 | 3
CC1Nc2ncnc(N3CCN(c4ccccc4)CC3)c2N(Cc2ccccc2)C1=O (configuration not stated) | 0.8 | 2 | 0 | 0 | -7 | -2 | -8 | 0.2 | ?
CCc1ccccc1N(CC(=O)N1CCN(c2ccc(F)cc2)CC1)S(C)(=O)=O | 1.8 | -5 | -1 | -1 | -48 | 0 | 5 | 0.1 | 0
